# NFkB transloc pot = enhances IL-1B driven NFkB nuclear translocation; HUVEC IL-1B NFkB p65 nuclear translocation imaging; activation, % at 2 µM; hit rate 0.3% among 94,000;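 active means activation above 40%, about the mean plus 3 SD, also judged a hit on visual image review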;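 further: percent activation is computed from the nuclear over cytoplasmic p65 intensity ratio; values of inactives mirror those of a sister screen read the other way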
# PLAP inhibition = inhibition of human placental alkaline phosphatase – biochemical, luminescence, HTS (AID 690); inhibition, % at 20 µM, or IC50 in µM where a hit was titrated; hit rate 0.08% among 96,000; purified PLAP, luminescent substrate; higher % means a stronger effect; in the data active means a potency from the dose series; inactive means the rest, 99 in 100 with inhibition below about 30%; further: strong numbers were not always called active
# Bcl-B TR3 displacers = displacers of TR3 peptide from Bcl-B, primary screen, selectivity assay for Bfl-1 inhibitor project, biochemical, fluorescence polarization. FP displacement of FITC-TR3 peptide from Bcl-B; higher % means a stronger effect. one-dose displacement, % at 20 µM; IC50 in µM for titrated hits. hit rate 0.11% among 96,000;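 active means displacement above 50% at 20 µM plus a fluorescence interference ratio under 1.5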;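 further: plate controls were wells without compound for no effect and wells lacking Bcl-B protein for full effect; a part of the inactive calls stands beside numbers as strong as those of hits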
# NFkB transloc inh = blocks IL-1B driven NFkB nuclear translocation in HUVEC cells; HUVEC IL-1B NFkB p65 nuclear translocation imaging; inhibition, % at 2 µM; hit rate 0.43% among 94,000; AID 796;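 active means inhibition above about 30% together with a positive call from visual inspection of the well image, limit read from the data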;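 further: nuclear over cytoplasmic p65 intensity ratio measured by imaging; 0% = IL-1B stimulated DMSO wells and 100% = unstimulated DMSO wells; values of inactives mirror those of a sister screen read the other way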
# MRP reversal = MRP-mediated drug resistance reversal; H69AR cells + 2 uM doxorubicin, CellTiter-Glo, 72 h; differential viability (reversal), % at 10 µM; hit rate 0.04% among 85,000;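 active means viability drop by adding the cancer drug above about 55%, with treated viability meeting a 40% cutoff, limit read from the data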;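 further: viability without doxorubicin minus viability with 2 µM doxorubicin for each compound; larger differential means the compound sensitizes cells more to doxorubicin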
# MRP reversal cytotoxicity = second read-out of MRP reversal, no call of its own (marks repeat the call); viability, %; H69AR cells, CellTiter-Glo, 72 h; measured here: cytotoxicity without doxorubicin
# MRP reversal with doxorubicin = further read-out of MRP reversal, marked with its call; viability, %; measured here: viability with 2 uM doxorubicin; stronger effect = lower value
# NFkB transloc inh cell count 2 µM = second read-out of NFkB transloc inh, no call of its own (marks repeat the call); cell count; measured here: cells passing quality filter;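 raw number of nuclei counted in each imaged well without normalization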
# NFkB transloc pot cell count 2 µM = second read-out of NFkB transloc pot, no call of its own (marks repeat the call); cell count; measured here: cells passing quality filter
# * marks the source's active call; other numbers are inactive results; · = not tested or not shown. These rows are one share of the data; the hit share may differ from the screen's.
# Fields: NFkB transloc inh cell count 2 µM | Bcl-B TR3 displacers | MRP reversal cytotoxicity | MRP reversal with doxorubicin | NFkB transloc pot | NFkB transloc inh | NFkB transloc pot cell count 2 µM | PLAP inhibition | MRP reversal
CNC(=O)NC(=O)CSc1ncc(C(F)(F)F)cc1Cl
    105 | -0.1% | 101.3 | 103.9 | 13.7 | -13.7 | 105 | 8.6% | -2.6
Cc1nnc(N2C(=O)C(O)=C(C(=O)c3ccco3)C2c2ccc(F)cc2)s1 (stereo unspecified)
    74 | 81.6% | 90.7 | 91.7 | 10.8 | -10.8 | 74 | -16.9% | -1.0
CCCOc1ccc(CSc2ncn[nH]2)cc1
    87 | -1.5% | 101.9 | 87.4 | -21.6 | 21.6 | 87 | -80.2% | 14.5
Cc1cc(C(=O)CSc2nc3ccccc3o2)c(C)n1C1CC1
    165 | -3.9% | 98.6 | 94.0 | 23.6 | -23.6 | 165 | 5.4% | 4.6
Cc1ccc(C(C(=O)NC2CCCC2)N(C(=O)CNC(=O)c2cccs2)c2cccnc2)o1 (stereo unspecified)
    131 | · | 104.2 | 95.0 | 9.1 | -9.1 | 131 | · | 9.2
CCOC(=O)c1c(C)sc2c1N(C(=O)CN(CC)CC)c1ccccc1S2
    169 | · | 80.0 | 75.5 | 9.4 | -9.4 | 169 | · | 4.6
CSC1=Nc2sc3c(c2C2=NCCN12)CCCC3
    · | 8.2% | 95.5 | 97.0 | · | · | · | -86.3% | -1.5
CCCn1nnnc1SCC(=O)N(C(C)C)C(C)C
    · | -7.2% | 88.4 | 85.8 | · | · | · | 2.3% | 2.6
O=C1c2ccccc2C(=O)N1Cc1nc2ccccc2c(=O)n1CCCn1ccnc1
    187 | 4.7% | 92.0 | 89.1 | 28.4 | -28.4 | 187 | 13.0% | 2.8
COc1ccc(/C=N/n2cncn2)cc1COc1ccc(NC(C)=O)cc1
    123 | -2.9% | 75.8 | 89.7 | 10.7 | -10.7 | 123 | -5.6% | -13.9
CC(=O)NC(Cc1ccc(C(C)C)cc1)C(=O)NC1CCN(c2nc(C)cc(C)n2)CC1 (stereo unspecified)
    101 | -5.0% | 88.4 | 85.6 | 1.2 | -1.2 | 101 | -64.1% | 2.8
CCn1c(=O)c2cc(S(=O)(=O)NCc3ccccc3)ccc2n(CC)c1=O
    81 | -2.2% | 99.9 | 105.4 | -13.5 | 13.5 | 81 | 8.9% | -5.5
COc1ccc2[nH]cc(CCNC(=O)C3CCCNC3=O)c2c1 (stereo unspecified)
    190 | -6.7% | 91.9 | 92.4 | 8.3 | -8.3 | 190 | -1.4% | -0.5
CCOC(=O)c1cccc(NC(=O)CCNS(=O)(=O)c2ccc3c(c2)CCN3C(=O)CC)c1
    139 | 3.8% | 80.7 | 85.8 | -1.0 | 1.0 | 139 | 2.3% | -5.2
CCn1c(SCC(=O)N2CCN(c3ccccc3)CC2)nc2c(c1=O)SC(C)C2 (stereo unspecified)
    56 | · | · | · | -3.1 | 3.1 | 56 | · | ·
CCCCS(=O)(=O)NC1=NCN(CCO)CN1
    · | -6.3% | 85.0 | 86.8 | · | · | · | -32.3% | -1.8
O=C(CSc1nnc(Cc2cc(=O)[nH]c(=O)[nH]2)n1-c1ccccc1)N1CCCc2ccccc21
    121 | -11.4% | 96.2 | 95.5 | 5.9 | -5.9 | 121 | -30.3% | 0.7
O=C(Nc1ccncc1)c1ccc(F)cc1
    60 | 10.0% | 90.3 | 91.8 | -8.7 | 8.7 | 60 | 5.4% | -1.5
CCOC(=O)C(C)Oc1cccc2c(=O)n(CC(=O)N3CCCc4ccccc43)ccc12 (stereo unspecified)
    174 | -1.9% | · | · | -5.2 | 5.2 | 174 | -6.7% | ·
CC(C)(C)n1nnnc1C(c1cccs1)N1CCN(C(=O)c2ccco2)CC1 (stereo unspecified)
    166 | -2.0% | 56.9 | 82.8 | 5.3 | -5.3 | 166 | -52.5% | -25.9
COc1nc(N/N=C/c2ccccc2F)nc(N2CCCCC2)n1
    113 | -3.2% | · | · | 12.6 | -12.6 | 113 | -12.4% | ·
Cc1sc(NC(=O)CN(Cc2ccc(F)cc2)C(=O)C(C)C)c(C(N)=O)c1C
    158 | 1.8% | · | · | -9.6 | 9.6 | 158 | 3.7% | ·
O=C(Nc1c(Cl)cccc1Cl)c1ccc(-c2ccccc2)cc1
    186 | -22.4% | · | · | 8.1 | -8.1 | 186 | 7.5% | ·
COc1ccc(C(C(=O)NC2CCCC2)N(CCN(C)C)C(=O)c2snc(C(N)=O)c2N)cc1 (stereo unspecified)
    211 | 3.7% | 94.8 | 86.3 | 3.6 | -3.6 | 211 | -2.8% | 8.5
Cc1cccc(Cn2c(SCCN3CCOCC3)nc3c2c(=O)n(C)c(=O)n3C)c1
    · | -5.4% | 94.3 | 77.6 | · | · | · | -31.3% | 16.7
O=C(CN1C(=O)c2cccc3cccc1c23)N1CCN(c2ccccc2)CC1
    152 | -4.1% | 97.7 | 84.8 | -6.3 | 6.3 | 152 | 14.9% | 12.9
COc1cc(CN2CCC(C(=O)NC3CCCC3)CC2)cc(Br)c1O
    79 | 5.8% | 95.7 | 94.7 | -10.3 | 10.3 | 79 | -0.1% | 1.0
CCOC(=O)c1cc2sc(C)cc2n1C(C)C(=O)OCC (stereo unspecified)
    132 | -5.6% | · | · | 5.6 | -5.6 | 132 | -45.5% | ·
CCOc1ccc(N/N=C(/C#N)C(N)=O)cc1
    160 | 1.9% | · | · | 8.8 | -8.8 | 160 | 2.5% | ·
CCOc1ccc(C(=O)O)cc1OC
    169 | -0.4% | · | · | -10.1 | 10.1 | 169 | 11.4% | ·
CN1CCN(C2=Cc3cc(Cl)ccc3Sc3cc(F)ccc32)CC1
    82 | · | 51.2 | 58.5 | -9.8 | 9.8 | 82 | · | -7.3
CN1CCN(C(=O)c2ccccc2-c2nc(-c3ccccc3)no2)CC1
    148 | 2.0% | 95.7 | 102.7 | 13.3 | -13.3 | 148 | -61.6% | -6.9
Cc1nn(CC2CCCCC2)c(N)c1-c1ccccc1
    187 | 0.9% | 88.8 | 82.5 | 9.8 | -9.8 | 187 | 7.7% | 6.3
CCCOc1cccc(C(=O)Nc2cccnc2)c1
    142 | -3.7% | 108.7 | 99.3 | 40.1* | -40.1 | 142* | 19.9% | 9.4
COc1cc2c(cc1OC)C1=C(C#N)CC/C(=N\S(=O)(=O)c3cccc(Cl)c3)N1CC2
    157 | -12.5% | 67.8 | 81.7 | 14.4 | -14.4 | 157 | -5.3% | -13.9
CCOC(=O)N1CCN(C(=O)Cn2nc(-c3ccc(Cl)cc3)ccc2=O)CC1
    135 | -10.0% | · | · | 10.4 | -10.4 | 135 | -40.4% | ·
CCCCNC(=O)c1cc2c(=O)n3cccc(C)c3nc2n(CCN2CCOCC2)c1=N
    · | 2.6% | 71.4 | 66.8 | · | · | · | -50.1% | 4.6
Cc1nc(NS(=O)(=O)c2ccccc2)sc1NC(=O)OCCN(C)C
    151 | -0.1% | 97.9 | 102.3 | 20.4 | -20.4 | 151 | -18.6% | -4.4
CC(=O)c1c(N2CCOCC2)nc(=S)n(-c2ccc([N+](=O)[O-])cc2)c1C
    211 | -13.5% | 99.7 | 96.3 | 0.5 | -0.5 | 211 | -6.1% | 3.4
N#CCCn1cnc2ccccc21
    17 | -6.2% | 87.4 | 95.7 | -3.6 | 3.6 | 17 | 5.4% | -8.3
O=C(NC1CCCC1)C1CC(=O)N(C2CCCCCCC2)C1 (stereo unspecified)
    194 | -3.0% | 100.1 | 98.5 | 14.6 | -14.6 | 194 | -7.5% | 1.6
Oc1ccc(C2Nc3cccc4cccc(c34)N2)c(O)c1
    183 | -6.6% | 17.0 | 34.6 | -10.2 | 10.2 | 183 | -17.5% | -17.6
COc1cccc(NC(=O)Cn2cc(C#N)c3ccccc32)c1
    101 | · | 64.6 | 85.7 | 9.5 | -9.5 | 101 | · | -21.1
COc1ccc2nc(-c3cccc(N)c3)[nH]c2c1
    182 | · | 82.2 | 89.5 | -7.2 | 7.2 | 182 | · | -7.3
O=C1CC(Nc2ccc(N3CCOCC3)cc2)C(=O)N1c1ccccc1F (stereo unspecified)
    182 | · | 90.3 | 92.9 | -3.9 | 3.9 | 182 | · | -2.6
O=C(CN(Cc1cccs1)C(=O)CNS(=O)(=O)c1ccc(Cl)cc1)NCc1ccco1
    78 | 5.8% | 73.5 | 73.6 | 14.8 | -14.8 | 78 | -6.7% | -0.1
Cc1ccc(S(=O)(=O)N(C)c2ccc(C(=O)N3CCC(C(N)=O)CC3)cc2)cc1
    169 | -2.0% | 94.8 | 80.0 | -0.9 | 0.9 | 169 | -8.7% | 14.8
C=CCn1c(=N)n(CC(=O)O)c2ccccc21
    79 | 0.1% | 94.0 | 99.1 | 2.5 | -2.5 | 79 | -0.3% | -5.0
CC1CCN(S(=O)(=O)c2cccc(-c3nnc(-c4cccnc4)o3)c2)CC1
    114 | -9.4% | 52.9 | 57.5 | -11.0 | 11.0 | 114 | 24.6% | -4.6
Cn1c(NCc2c[nH]c3ccccc23)nc2ccccc21
    70 | 8.0% | · | · | -2.2 | 2.2 | 70 | 30.4% | ·
CCOC(=O)c1ccccc1NC(=O)c1ccc(F)cc1
    174 | -4.4% | 98.4 | 88.4 | 15.8 | -15.8 | 174 | 13.5% | 10.0
CC1=C(C(=O)OC(C)C)C(c2cccs2)n2ncnc2N1 (stereo unspecified)
    158 | -5.8% | 98.9 | 82.3 | 2.0 | -2.0 | 158 | 18.1% | 16.6
CCOC(=O)C(NC(=O)c1ccc(Cl)cc1Cl)(Nc1ccc(C)cc1)C(F)(F)F (stereo unspecified)
    162 | 4.4% | · | · | 3.1 | -3.1 | 162 | 17.0% | ·
COc1ccc(-n2c(SCC(=O)Nc3ccc4c(c3)OCO4)nc3c(c2=O)SCC3)cc1
    48 | -5.8% | 91.2 | 75.2 | -3.2 | 3.3 | 48 | -71.8% | 16.0
CC1(C)CC(c2nc(-c3ccc(Cl)cc3)cs2)CCS1 (stereo unspecified)
    127 | -11.3% | · | · | 1.8 | -1.8 | 127 | 3.8% | ·
CCN(CC)CCN1C(=O)c2ccccc2NC1c1ccc(C)cc1 (stereo unspecified)
    179 | 1.9% | 68.7 | 71.7 | 24.5 | -24.5 | 179 | -0.7% | -3.0
CCN(CC)C(c1ccc(F)cc1)c1nnnn1C1CCCCC1 (stereo unspecified)
    129 | 5.5% | 86.1 | 80.5 | -9.8 | 9.8 | 129 | 6.3% | 5.7
COc1ccc(CN=C2Nc3ccccc3CS2)cc1
    142 | -1.6% | · | · | -0.2 | 0.2 | 142 | 1.4% | ·
Cc1ccc(N2CC(C(=O)NC3CCSC3=O)CC2=O)cc1 (stereo unspecified)
    185 | 3.2% | 92.6 | 105.4 | -8.7 | 8.7 | 185 | -27.8% | -12.8
O=S(=O)(NCc1ccccc1)c1cccc2cccnc12
    121 | -7.3% | 95.2 | 82.9 | -8.4 | 8.4 | 121 | 13.4% | 12.2

# Sorted by number of heavy atoms (falling): some entries from above
# Fields: NFkB transloc inh cell count 2 µM | Bcl-B TR3 displacers | MRP reversal cytotoxicity | MRP reversal with doxorubicin | NFkB transloc pot | NFkB transloc inh | NFkB transloc pot cell count 2 µM | PLAP inhibition | MRP reversal
Cc1ccc(S(=O)(=O)N(C)c2ccc(C(=O)N3CCC(C(N)=O)CC3)cc2)cc1
    169 | -2.0% | 94.8 | 80.0 | -0.9 | 0.9 | 169 | -8.7% | 14.8
CC1CCN(S(=O)(=O)c2cccc(-c3nnc(-c4cccnc4)o3)c2)CC1
    114 | -9.4% | 52.9 | 57.5 | -11.0 | 11.0 | 114 | 24.6% | -4.6
COc1cccc(NC(=O)Cn2cc(C#N)c3ccccc32)c1
    101 | · | 64.6 | 85.7 | 9.5 | -9.5 | 101 | · | -21.1
O=C(NC1CCCC1)C1CC(=O)N(C2CCCCCCC2)C1 (stereo unspecified)
    194 | -3.0% | 100.1 | 98.5 | 14.6 | -14.6 | 194 | -7.5% | 1.6
CC1=C(C(=O)OC(C)C)C(c2cccs2)n2ncnc2N1 (stereo unspecified)
    158 | -5.8% | 98.9 | 82.3 | 2.0 | -2.0 | 158 | 18.1% | 16.6
C=CCn1c(=N)n(CC(=O)O)c2ccccc21
    79 | 0.1% | 94.0 | 99.1 | 2.5 | -2.5 | 79 | -0.3% | -5.0

# Screens deposited in PubChem BioAssay by several laboratories.
